# Vif-APOBEC3G blk: qHTS for Inhibitors of Vif-A3G Interactions: qHTS. HeLa A3G-eYFP + Vif (tagged APOBEC3G with the HIV-1 protein that degrades it), YFP fluorescence, overnight. Potency, µM (titrated, usually from 46.1 µM), inactives show top-dose activity, negative = active, actives largely listed as inhibitors. 0.076% of 410,000 active;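 note: potency is the fitted concentration of half-maximal effect; % is set by controls: 0 for no effect and ±100 for the full control effect; nearly all actives have a fitted effect of over 60% in size; hits raise eYFP signal because A3G escapes Vif-driven loss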
#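 HeLa cells stably expressing Vif and C-terminally eYFP-tagged A3G, seeded overnight at 37 deg C, then exposed to compound by pintool overnight at 37 deg C. Rise in yellow fluorescence (Ex 488/Em 500-530, Acumen) marks blocked Vif-driven A3G degradation.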
# ALOX12 inh: Primary qHTS assay for inhibitors of human arachidonate 12S-lipoxygenase (ALOX12): Round 2; 1.1% of 580,000 active; Potency, µM (top dose mostly 108 µM), without a hit: at the highest dose activity change, negative = inhibition, most hits filed as inhibitors; purified 12hLO, xylenol orange hydroperoxide absorbance; note: potency is the fitted concentration of half-maximal effect; % is set by controls: 0 for no effect and ±100 for the full control effect
# Target sequence (P18054 whole entry, looked up): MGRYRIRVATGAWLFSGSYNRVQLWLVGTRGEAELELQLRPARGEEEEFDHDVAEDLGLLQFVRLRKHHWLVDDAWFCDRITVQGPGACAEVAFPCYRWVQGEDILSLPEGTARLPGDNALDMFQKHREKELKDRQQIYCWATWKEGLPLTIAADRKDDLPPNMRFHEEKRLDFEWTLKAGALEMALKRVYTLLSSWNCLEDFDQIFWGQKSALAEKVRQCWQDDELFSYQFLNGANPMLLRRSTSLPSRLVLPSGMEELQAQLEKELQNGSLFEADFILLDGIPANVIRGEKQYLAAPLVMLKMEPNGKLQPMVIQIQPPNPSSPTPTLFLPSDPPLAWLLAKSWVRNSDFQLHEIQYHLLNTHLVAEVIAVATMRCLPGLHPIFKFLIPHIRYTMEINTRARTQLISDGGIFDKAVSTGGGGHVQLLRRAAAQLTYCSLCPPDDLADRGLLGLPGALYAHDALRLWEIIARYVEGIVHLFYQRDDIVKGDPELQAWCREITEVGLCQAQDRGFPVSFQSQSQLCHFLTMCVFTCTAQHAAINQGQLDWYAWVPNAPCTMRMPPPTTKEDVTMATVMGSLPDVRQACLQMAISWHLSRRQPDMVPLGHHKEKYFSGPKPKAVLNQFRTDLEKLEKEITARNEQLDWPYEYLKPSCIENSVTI
#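 Hydroperoxide product was detected by ferrous iron/xylenol orange as the 573 to 405 nm absorbance ratio. Arachidonic acid at 40 uM (final) was turned over for 30 min at room temperature by 150 nM human 12hLO, pH 7.0 Hepes buffer, after 15 min compound preincubation.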
# D2 ag: HTS Assay for Allosteric Agonists of the Human D2 Dopamine Receptor: Primary Screen for Agonists; HEK293 T-REx D2 cells, calcium flux agonist mode; 0.53% of 340,000 active; activation, % at 2 µM; D(2) dopamine receptor (Homo sapiens), P14416;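 active = activation over 3 SD above normal in the single-dose calcium agonist read, cut at about 30% in these data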; note: 0% is about no effect
#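 In this primary screen, compounds producing a positive calcium signal within 180 s of addition to tetracycline-induced, force-coupled HEK293 Trex D2 cells are flagged; cells are dye-loaded with a no-wash calcium kit beforehand.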
# RGS4 inh: Inhibitors of Regulator of G Protein Signaling (RGS) 4: qHTS. Transcreener GDP fluorescence polarization, RGS4-accelerated GTP hydrolysis. Potency, µM (doses to about 114 µM), for the others: top-dose activity change, negative = inhibition, most hits filed as inhibitors. 0.039% of 390,000 active. AID 504845, 2011; note: potency is the fitted concentration of half-maximal effect; % is set by controls: 0 for no effect and ±100 for the full control effect; nearly all actives have a fitted effect of over 75% in size; some results filed as inactive show a strong effect at the top dose
# Target sequence (P49798 whole entry, looked up): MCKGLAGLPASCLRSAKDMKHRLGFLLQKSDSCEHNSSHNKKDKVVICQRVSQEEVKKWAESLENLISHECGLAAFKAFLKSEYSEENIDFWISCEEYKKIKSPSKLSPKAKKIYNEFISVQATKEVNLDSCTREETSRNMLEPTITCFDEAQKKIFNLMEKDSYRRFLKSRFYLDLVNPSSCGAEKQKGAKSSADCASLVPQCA
#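 MLSMR compounds (23 nl, pin-transferred) preincubated 10 min at room temperature with a 500nM (2x) first reagent, then RGS4 at 900nM (2x) plus Transcreener GDP mix added; fluorescence polarization (620/688 nm) read before and after 90 min at 30 °C.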
# Vif-APOBEC3F blk: qHTS for Inhibitors of Vif-A3F Interactions: qHTS. Potency, µM (highest dose often 46.1 µM), for the others: at the highest dose activity, negative = active. HeLa A3F-eYFP + Vif (tagged APOBEC3F with the HIV-1 protein that degrades it), YFP fluorescence increase. 0.2% of 390,000 active; note: potency is the fitted concentration of half-maximal effect; % of control where 0% means no effect; nearly all actives have a fitted effect of over 65% in size
#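 HeLa cells stably expressing A3F-eYFP plus Vif, plated and incubated overnight at 37 deg C, then exposed to compounds overnight at 37 deg C. Blocked degradation read as raised yellow fluorescence (Ex 488/Em 500-530).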
# Glioma ERSR ind: qHTS for Inducers of the Endoplasmic Reticulum Stress Response (ERSR) in Human Glioma: qHTS | U87-MG GRP78 promoter luciferase reporter, 16 h | Potency, µM, for inactives: at the top dose activation, usual class: activators | 0.02% of 420,000 active; note: potency is the fitted concentration of half-maximal effect; series mostly up to about 76 µM; % of control where 0% means no effect; nearly all actives have a fitted effect of over 35% in size
#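 ERSR induction read as luciferase luminescence (Bright-Glo, 10 min at room temperature) in stably transfected human U87-MG glioma cells exposed to compounds for 16 h, using GRP78 as sensor.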
# D2 antag: HTS Assay for Allosteric Antagonists of the Human D2 Dopamine Receptor: Primary Screen for Antagonists; D(2) dopamine receptor (Homo sapiens), P14416; HEK293 TREx D2 cells, calcium flux, dopamine EC80; inhibition, % at 10 µM; 2% of 340,000 active; in the data active = inhibition above about 30%; note: 0% is about no effect
#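 Cells plated overnight at 30 C with tetracycline; no-wash calcium dye, 30–90 min RT; 10 s baseline; compound pinned; 180 s read; EC80 dopamine added; another 180 s read.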
# LDHA inh: qHTS assay for inhibitors of human lactate dehydrogenase. L-lactate dehydrogenase A chain (Homo sapiens), P00338. purified LDHA, NADH/diaphorase-resazurin fluorescence; stronger effect = lower value. activity change, % (values are at about 110 or 230 µM). 0.15% of 480,000 active. AID 1347041, 2019; in the data active = activity change below about -30%; inconclusive = mostly about -25% to -30%;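 note: plate controls were DMSO wells for no effect and wells without enzyme for full effect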
#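 Remaining NADH was detected by diaphorase (0.133 mg/mL) converting 37 µM resazurin to fluorescent resorufin, read at 0 and 20 minutes. The preceding 5-minute room-temperature reaction used 2 nM LDHA, 0.2 mM sodium pyruvate and 0.06 mM NADH at pH 7.4.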
# ERG-DNA inh: qHTS for Small Molecule Inhibitors of the ERG Ets/DNA interaction | fluorescence polarization, His-ERG Ets domain / labelled DNA | 0.028% of 370,000 active | Potency, µM (highest dose often 76.9 µM), for the others: at the top dose FP activity, negative = inhibition, most hits filed as inhibitors | Transcriptional regulator ERG (Homo sapiens), P11308; active = well fitted inhibition curve with a large enough effect in the polarisation, with a control signal flat; inconclusive = small, poorly fitted or top-dose-only effect, or effect the other way, or a change in a side signal; inactive = no such curve, though single readings can be large or run the other way; the % refers to the polarisation;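 note: polarization taken with two DNA probes labelled with fluorescein and Texas red; potency is the fitted concentration of half-maximal effect; % of control where 0% means no effect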
#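 His-tagged ERG Ets domain (1 uM in the protein solution; 300mM KCl, 50mM Tris-HCl, 1mM EDTA, 1mM DTT, pH 7.5) received compound, then a probe mix of 5 nM fluorescein-DNA and 100nM Texas-615-DNA. Fluorescence polarization was read for both dyes.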
# * marks the source's active call; other numbers are inactive results; ? = inconclusive; nt = not tested or not shown; [ ] = dose if it differs, or a comment. Unless noted, calls come from the whole dose curve; as a rule, active = well fitted curve in the direction sought with a large enough effect; inconclusive = small, poorly fitted or top-dose-only effect, or another doubt; inactive = no such curve, though single readings can be large; an effect the other way counts as inactive or inconclusive. Only part of the results is shown. The share of hits here may be higher or lower than overall.
SMILES,Vif-APOBEC3G blk,ALOX12 inh,D2 ag,RGS4 inh,Vif-APOBEC3F blk,Glioma ERSR ind,D2 antag,LDHA inh,ERG-DNA inh
COc1cccc(CNC(=O)CCn2ccc3cc(S(=O)(=O)N4CCC(C)CC4)ccc32)c1,-2%,-2%,-0.3,9%[11.4 µM],1%,-6%,10,-1,6%
OC(COc1ccc(Cl)cc1)CSc1ccccn1 (centres undefined),1%,-31%,0.4,-3%,5%,8%,6,-8,9%
CCOc1cc(N2CCOCC2)c(OCC)cc1NC(=O)COc1ccccc1[N+](=O)[O-],-3%,8%,0.0,12%,-19%,-4%,10,-6,4%
CCOc1ccc(NC(=O)CN(C)CC(=O)Nc2cccc(Cl)c2C)cc1OCC,-4%,-2%,0.2,-12%,-3%,-5%,25,-8,-7%
COc1ccc(Cl)cc1C(=O)Nc1cccc2ncccc12,1%,0%,0.2,23%,0%,3%,-4,-3,-6%
CN1CCN(Cc2cc(=O)oc3cc4c(cc23)CCC4)CC1,-4%,0%,0.0,-7%,-2%,-1%,26,-13,4%
CCn1cc(C(=O)N[C@H](C(=O)NCCCOC)C(C)C)c(=O)c2cc3c(cc21)OCO3,1%,-1%,-0.9,26%,-8%,-4%,-8,-6,3%
CCCCNC(=S)NCc1ccc2c(c1)cc(C)n2C,5%,40µM*,0.8,-7%,1%,-1%,3,-1,3%
COc1cccc(O[C@@H]2O[C@@H]3COC(C)(C)O[C@H]3[C@H](O)[C@H]2NC(C)=O)c1,-7%,0%,1.2,?,nt,-4%,15,-1,9%
COCc1ccc(C(=O)N2CCCC(N(C)CCc3ccccc3)C2)s1 (centres undefined),-4%,-3%,nt,nt,0%,-1%,nt,-14,nt
O=C(Nc1ccnn1C1CCN(Cc2ccccc2)CC1)C1CCCC1,2%,-13%,-0.1,-16%,-6%,-2%,15,-2,10%
Cc1c(Cl)cccc1NC(=O)Nc1cc(C(C)(C)C)on1,-4%,-14%,2.6,8%,-4%,-3%,-2,-3,5%

# Printed as active in ALOX12 inh, of those listed so far:
SMILES | ALOX12 inh | RGS4 inh | Vif-APOBEC3F blk | Glioma ERSR ind | D2 antag | LDHA inh | ERG-DNA inh
CCCCNC(=S)NCc1ccc2c(c1)cc(C)n2C | 40µM* | -7% | 1% | -1% | 3 | -1 | 3%

# More records:
SMILES,Vif-APOBEC3G blk,ALOX12 inh,D2 ag,RGS4 inh,Vif-APOBEC3F blk,Glioma ERSR ind,D2 antag,LDHA inh,ERG-DNA inh
CCc1nc2ccc(C(=O)N3CCN(CC)CC3)cc2nc1CC,0%,-9%,-0.8,46%,-3%,1%,-1,-2,4%
N#Cc1ccccc1N=Cc1ccc(Br)cc1,-4%,-15%,-0.8,1%,3%,-2%,5,-1,-4%
COc1cc(CCc2ccc3c(c2)OCO3)oc(=O)c1,3%,?,0.9,5%,5%,0%,-3,-4,2%
O=C(/C=C/c1ccc(-c2ccccc2)cc1)NCc1cccnc1,-13%,20%,0.4,-13%,-5%,3%,12,-6,-3%
CCOC(=O)C1CCCN(C(=S)Nc2ccc(Nc3ccccc3)cc2)C1 (centres undefined),1%,?,0.3,-39%,12%,-1%,-6,-7,-3%
Cc1cccc(OCC(=O)Nc2ccncc2)c1C,-3%,14%,-0.2,11%,2%,1%,-10,-8,3%
Cc1ccc(CSCC(=O)N(C)CC(=O)Nc2cccc(F)c2)cc1,0%,-16%,-0.3,10%,7%,1%,-1,-5,-4%
CN(Cc1ccccc1)S(=O)(=O)c1ccc2[nH]cc(C(=O)NCC3CCCO3)c(=O)c2c1 (centres undefined),-6%,?,-1.0,8%,3%,-4%,-18,10,4%
O=C(c1cnccn1)N1CCCC(N2CCN(c3cccc(Cl)c3)CC2)C1 (centres undefined),2%,3%,37*,-9%,1%,-2%,8,-4,-14%
Cc1ccc(C(C)NC(=O)c2cc(C)oc2C)cc1 (centres undefined),-1%,0%,-0.7,7%[11.4 µM],-1%,-3%,8,0,0%
Cc1ncc([N+](=O)[O-])n1CC(=O)Nc1ccc(F)cc1F,0%,0%,-1.1,-19%,-13%,-1%,-21,-1,-9%
CCCn1c(SCC(=O)NCc2ccc(F)cc2)n[nH]c1=O,3%,-7%,0.0,?,5%,-4%,2,-2,7%
COc1cc(CNc2ccc3[nH]c(=O)[nH]c3c2)cc(Cl)c1OCc1ccccc1F,-17%,-13%,3.6,-43%,-17%,-4%,nt,5,0%
COc1ccccc1-n1c(C)nc2cc(C(=O)NCc3ccc4c(c3)OCO4)ccc21,1%,18%,-0.7,-18%,1%,-4%,-19,-2,2%
O=C1NC(=O)C(=Cc2ccco2)S1,2%,?,nt,-2%,-1%,4%,nt,-2,2%
Cn1c(NC(=O)/C=C\c2ccccc2)cc(=O)n(C)c1=O,1%,-6%,0.5,-11%,1%,-4%,3,-6,-4%
O=S(=O)(Nc1cccc(-c2ccc3nncn3n2)c1)c1cccs1,-2%,-4%,1.4,1%,-7%,0%,-6,-14,-1%
COC(=O)CN(c1cc([N+](=O)[O-])ccc1OC)S(C)(=O)=O,3%,-1%,-0.2,-13%,3%,-5%,3,-5,-17%
COc1cc(CNCCc2ccccc2)ccc1OCC(=O)NC(C)(C)C,-9%,6%,nt,3%,10%,-2%,nt,-5,11%
CCOC(=O)C1CCN(Cc2ccc(F)cc2)CC1,2%,?,-0.4,0%,-3%,-6%,-9,-10,-7%
Cn1nc(-c2ccccc2)c(CSc2ccccc2Cl)c1Cl,?,10%,nt,-7%,-12%,-3%,nt,-8,-1%
O=C(Nc1cccc(-c2cn3c(n2)SCC3)c1)c1ccc(Br)o1,0%,-4%,-1.9,-12%,0%,-2%,9,-5,-5%
COc1cc(NC(=O)C2CC(=O)N(Cc3ccco3)C2)c(OC)cc1Cl (centres undefined),-2%,0%,-0.3,-23%,2%,-2%,18,1,10%
CC(C)CCN=Cc1c(O)n(-c2ccccc2)c(=O)c2ccccc12,1%,9%,0.2,3%,-4%,4%,-3,-5,6%

# Copied from the list.
# Reading for O=C(/C=C/c1ccc(-c2ccccc2)cc1)NCc1cccnc1 in D2 antag: 12
# Reading for CC(C)CCN=Cc1c(O)n(-c2ccccc2)c(=O)c2ccccc12 in Vif-APOBEC3G blk: 1%
# Reading for COc1cccc(O[C@@H]2O[C@@H]3COC(C)(C)O[C@H]3[C@H](O)[C@H]2NC(C)=O)c1 in D2 antag: 15
# Reading for O=C(Nc1ccnn1C1CCN(Cc2ccccc2)CC1)C1CCCC1 in Vif-APOBEC3F blk: -6%
# Reading for COc1ccccc1-n1c(C)nc2cc(C(=O)NCc3ccc4c(c3)OCO4)ccc21 in ALOX12 inh: 18%

# Compound profiles, as listed above.
# CC(C)CCN=Cc1c(O)n(-c2ccccc2)c(=O)c2ccccc12 as listed: Vif-APOBEC3G blk = 1%; ALOX12 inh = 9%; D2 ag = 0.2; RGS4 inh = 3%; Vif-APOBEC3F blk = -4%; Glioma ERSR ind = 4%; D2 antag = -3; LDHA inh = -5; ERG-DNA inh = 6%
# Cn1nc(-c2ccccc2)c(CSc2ccccc2Cl)c1Cl as listed: Vif-APOBEC3G blk = ?; ALOX12 inh = 10%; D2 ag = nt; RGS4 inh = -7%; Vif-APOBEC3F blk = -12%; Glioma ERSR ind = -3%; D2 antag = nt; LDHA inh = -8; ERG-DNA inh = -1%

# New compounds follow
SMILES,Vif-APOBEC3G blk,ALOX12 inh,D2 ag,RGS4 inh,Vif-APOBEC3F blk,Glioma ERSR ind,D2 antag,LDHA inh,ERG-DNA inh
Cc1cc(C)c(NC(=O)CSc2nc(=O)n(Cc3cccnc3)c3c2CCC3)c(C)c1,-2%,-21%,0.2,11%,3%,0%,nt,-8,1%
COCCn1c(C)cc(/C=C2\NC(=S)N(C)C2=O)c1C,1%,?,-0.3,-19%,-8%,9%,-16,-2,2%
CCn1c(C)nc2cc(C(=O)OCCC(F)(F)F)ccc21,-2%,262%[activator],0.0,1%,8%,2%,-4,-2,-6%
C[C@@H]1O[C@@H](O[C@H]2[C@H](O[C@H]3C[C@]4(C)C(C[C@@H](O)C5C([C@]6(C)CC[C@@H](C(C)(C)O)O6)CC[C@]54C)[C@@]4(C)CC[C@H](O)C(C)(C)C34)O[C@H](CO)[C@@H](O)[C@@H]2O)[C@H](O)[C@H](O)[C@H]1O (some centres undefined),3%,?,nt,0%,4%,-2%,nt,-1,-4%
Cc1noc(C)c1S(=O)(=O)Nc1ccccc1N1CCOCC1,-1%,162%[activator],0.6,-19%,14%,-3%,-6,2,-1%

# Assay outcomes deposited in PubChem BioAssay by National Center for Advancing Translational Sciences (NCATS).
